Platelet DG rel: platelet dense granule release activity | human platelet-rich plasma, SFLLRN dense granule ATP release, luminescence | inhibition, %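 (compounds screened at 7.5 µM in platelet-rich plasma)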 | hit rate 0.22% among 300,000 | AID 1663;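 active = mean replicate score, as percent of positive control, at or above 50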
HSF1 activator: increases HSF-1 driven luciferase reporter signal; NIH3T3-HGL HSF-1 luciferase reporter, MG132, 8 h; 100% = twice DMSO control signal; activation, % at 9 µM; hit rate 1.7% among 300,000; AID 504408;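 active = mean replicate activation of at least 50% with a set share of replicates each reaching 50%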;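 note: 0% = median of the neutral control wells and 100% = twice that signal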
HDAC3 inh: blocks human histone deacetylase 3; O15379; recombinant HDAC3, fluorogenic peptide/trypsin coupled, fluorescence; inhibition, % at 8.3 µM; hit rate 0.15% among 320,000; AID 2718; in the data active = inhibition above about 26%, passing the limit was not always enough
Target sequence (O15379 whole entry, looked up): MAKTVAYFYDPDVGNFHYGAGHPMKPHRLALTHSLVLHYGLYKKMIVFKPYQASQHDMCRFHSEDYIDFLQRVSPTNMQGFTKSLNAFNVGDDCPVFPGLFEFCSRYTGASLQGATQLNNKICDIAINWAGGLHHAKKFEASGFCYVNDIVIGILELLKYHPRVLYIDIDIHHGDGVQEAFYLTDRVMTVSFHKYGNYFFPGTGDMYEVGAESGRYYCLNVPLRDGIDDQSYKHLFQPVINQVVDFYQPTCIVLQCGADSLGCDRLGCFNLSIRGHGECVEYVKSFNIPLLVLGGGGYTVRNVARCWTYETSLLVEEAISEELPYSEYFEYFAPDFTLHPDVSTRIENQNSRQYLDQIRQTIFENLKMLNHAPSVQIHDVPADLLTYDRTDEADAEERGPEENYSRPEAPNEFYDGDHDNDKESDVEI
HSF1 inh: HSF1 inhibition. NIH3T3-HGL HSE-luciferase, MG132-induced, luminescence 8 h; stronger effect = lower value. activity change, negative = inhibition, % at 7.5 µM (by protocol). hit rate 0.77% among 300,000;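 active = more than half of replicate wells show activity change below -50%, luminescence cut by over half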;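 note: luciferase reports HSF-1 transcriptional activity via heat shock element; 0% = median of DMSO wells and -100% = zero luminescence signal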
aSyn UTR inh: MLPCN primary screen, SNCA 5' untranslated region. alpha-synuclein 5'UTR reporter, inhibitor activity. inhibition, % (tested at 7.5 µM). hit rate 0.82% among 300,000. AID 1813; in the data active = inhibition above about 60%;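 note: H4 neuroglioblastoma cells stably carrying SNCA 5'UTR luciferase fusion; 0% = DMSO wells and 100% = positive control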
AI-2 QS modul: modulators of Vibrio harveyi AI-2 quorum sensing system; activity change, % at 7.5 µM; Vibrio harveyi JMH597 AI-2 luminescence/OD600 ratio, 9 h; stronger effect = lower value; strain lacks LuxN and CqsS sensors; 0 = neutral-control median; AID 2094; hit rate 0.4% among 300,000; in the data active = activity change below about -75%, passing the limit was not always enough;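 note: luminescence divided by OD600 gain over 9 h not by final OD600 alone; inactives centre near 13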
HIF act: HIF pathway transcriptional activation. U2OS HRE-luciferase reporter, luminescence; normalized: DMSO 0%, desferrioxamine 100%. activation, % at 7.5 µM (by protocol). hit rate 0.32% among 300,000. AID 1910;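 active = mean activation of at least 10% of the iron chelator positive control signal, with at least half of replicates also reaching 10%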
IEC-6 cytotox: kills IEC-6 intestinal cells in KLF5 counter-screen; IEC-6 cytotoxicity, luminescence viability; hit rate 0.78% among 290,000; inhibition, % at 5 µM; in the data active = inhibition above about 22%;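 note: 0% = plate median of test compound wells and 100% = cytotoxic reference compound wells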
KLF5 inh: suppresses KLF5 promoter-driven expression; DLD-1 KLF5 promoter-luciferase reporter, luminescence; hit rate 0.23% among 290,000; inhibition, % at 5 µM; AID 1700;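 active = inhibition above a per-plate limit of that plate's mean compound inhibition plus 3 SD, cut at about 60% in these data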;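 note: 0% = DMSO wells and 100% = LY294002 at 200 µM; higher means less KLF5 promoter-driven luciferase light; inactives centre near -14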
HSP90 inh: HSP90 refolding inhibition in rabbit reticulocyte lysate; AID 1789; hit rate 0.91% among 290,000; luciferase refolding luminescence, 3 h; inhibition, % at 5.6 µM;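 active = inhibition above the screen-wide mean plus 3 SD, computed separately per campaign, cut at about 16% in these data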;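 note: 0% = DMSO wells and 100% = 60 µM geldanamycin wells; inhibitors lower the luminescence because luciferase stays unfolded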
* = called active by the depositor.

CC(CC(=O)NCCc1ccc(Cl)cc1)S(=O)(=O)c1ccc2c(c1)NC(=O)CO2 (centres undefined) was read as Platelet DG rel 0, HSF1 activator -5, HDAC3 inh -5, HSF1 inh 7, aSyn UTR inh 18, AI-2 QS modul 25, HIF act -0.1, IEC-6 cytotox -11, KLF5 inh -41 and HSP90 inh -6.
`NC(=O)c1ccc(-n2nnnc2SCC(=O)Nc2ccccc2)cc1` gave Platelet DG rel -9, HSF1 activator 3, HDAC3 inh 1, HSF1 inh -4, aSyn UTR inh -17, AI-2 QS modul 14, HIF act -1.0, IEC-6 cytotox -1, KLF5 inh -53 and HSP90 inh -2.
For CCC(=O)Nc1cccc(C2=NOC3(C2)C[C@@H](C(N)=O)N(C(=O)c2cc([N+](=O)[O-])cc([N+](=O)[O-])c2C)C3)c1 (some centres undefined) the results were Platelet DG rel 2, HSF1 activator 11, HDAC3 inh 0, HSF1 inh -1, aSyn UTR inh 14, AI-2 QS modul 2 and HIF act -0.2.
For COc1ccc(-c2csc(NC(=O)c3ccc(S(=O)(=O)N4CCc5ccccc5C4)cc3)n2)c(OC)c1 the results were Platelet DG rel 0, HDAC3 inh 2, aSyn UTR inh 39, AI-2 QS modul 20, IEC-6 cytotox 0, KLF5 inh 4 and HSP90 inh -2.
For CCOC(=O)c1ccc(NC(=O)CNC(=O)c2ccccc2)cc1 the results were Platelet DG rel 3, HSF1 activator -13, HDAC3 inh -7, HSF1 inh -6, aSyn UTR inh 16, AI-2 QS modul 26, HIF act -0.1, IEC-6 cytotox 6, KLF5 inh 5 and HSP90 inh 1.
`CC(C(=O)N1CCCc2ccccc21)N1C(=O)c2ccccc2C1=O` (centres undefined) gave Platelet DG rel -11, HSF1 activator 0, HDAC3 inh -4, HSF1 inh -1, aSyn UTR inh -13, AI-2 QS modul 17, HIF act -0.5, IEC-6 cytotox 2, KLF5 inh -20 and HSP90 inh 4.
Screening Fc1ccc(Oc2cnc3ccccc3n2)cc1 returned Platelet DG rel 3, HSF1 activator -13, HDAC3 inh -6, HSF1 inh 3, aSyn UTR inh -21, AI-2 QS modul 21, HIF act 0.1, IEC-6 cytotox -3, KLF5 inh -17 and HSP90 inh -5.
COc1cc(CNC(C)(C)CO)ccc1OCC(=O)Nc1ccc(Br)cc1 was read as Platelet DG rel -3, HSF1 activator -12, HDAC3 inh -2, HSF1 inh -8, aSyn UTR inh 11, AI-2 QS modul 18, HIF act 0.2, IEC-6 cytotox -7, KLF5 inh -5 and HSP90 inh -3.
Screening CCn1c(C)nc2cc(C(=O)N3N=C(CCOC)CC3(O)C(F)(F)F)ccc21 (centres undefined) returned Platelet DG rel 5, HSF1 activator 7, HDAC3 inh -4, HSF1 inh -1, aSyn UTR inh 6, AI-2 QS modul 5, HIF act 0.2, IEC-6 cytotox -1, KLF5 inh -28 and HSP90 inh 3.
Screening CCOC(=O)c1ccccc1NCN1C(=O)CSC1=O returned Platelet DG rel -1, HSF1 activator 6, HDAC3 inh 0, HSF1 inh 2, aSyn UTR inh -20, AI-2 QS modul 47, HIF act 0.1, IEC-6 cytotox -6, KLF5 inh 4 and HSP90 inh 2.
`O=Cc1c[nH]c2ccc(C(=O)c3ccccc3)cc12` gave Platelet DG rel 2, HSF1 activator -17, HDAC3 inh 5, HSF1 inh -8, aSyn UTR inh 1, AI-2 QS modul 44, HIF act 1.4, IEC-6 cytotox 10, KLF5 inh -20 and HSP90 inh 4.
`Nc1cc(N)nc(SCC(=O)N2CCCCC2)n1` gave Platelet DG rel -2, HSF1 activator -1, HDAC3 inh 0, HSF1 inh 2, aSyn UTR inh 0, AI-2 QS modul 12, HIF act -0.3, IEC-6 cytotox -8, KLF5 inh -4 and HSP90 inh 1.
COc1cc(SC)ccc1C(=O)OC1CCOC1=O (centres undefined) was read as Platelet DG rel 7, HSF1 activator -4, HDAC3 inh 0, HSF1 inh -2, aSyn UTR inh 8, AI-2 QS modul 7, HIF act -0.4, IEC-6 cytotox -4, KLF5 inh -11 and HSP90 inh -1.
For CCCC1=Nc2cc(C(=O)NCCN3CCOCC3)ccc2Sc2ccc(C)cc21 the results were Platelet DG rel 8, HSF1 activator 3, HDAC3 inh 1, HSF1 inh 11, aSyn UTR inh -7, AI-2 QS modul -14, HIF act 0.2, IEC-6 cytotox 4, KLF5 inh -7 and HSP90 inh 2.
Screening O=C(O)CSc1nnc(C2CC2)n1-c1ccccc1 returned Platelet DG rel 2, HSF1 activator 6, HDAC3 inh 3, HSF1 inh -2, aSyn UTR inh 18, AI-2 QS modul 2, HIF act 0.4, IEC-6 cytotox -3, KLF5 inh -4 and HSP90 inh 6.
O=C(CSCc1ccc([N+](=O)[O-])cc1)NC1CC1 was read as Platelet DG rel 7, HSF1 activator -3, HDAC3 inh 1, HSF1 inh 2, aSyn UTR inh 7, AI-2 QS modul 16, HIF act 0.9, IEC-6 cytotox -2, KLF5 inh 0 and HSP90 inh -5.
`CC(C)(C)SCCNC(=O)c1cccc([N+](=O)[O-])c1` gave Platelet DG rel 4, HSF1 activator -3, HDAC3 inh 0, HSF1 inh 2, aSyn UTR inh -28, AI-2 QS modul 26, HIF act 1.1, IEC-6 cytotox 8, KLF5 inh -15 and HSP90 inh 1.
CC(C)NC(=O)CC(=O)NN=C1CCCCC1 was read as Platelet DG rel 0, HSF1 activator 0, HDAC3 inh -7, HSF1 inh 3, aSyn UTR inh -14, AI-2 QS modul -23, HIF act -1.0, IEC-6 cytotox -5, KLF5 inh -21 and HSP90 inh -1.
For COc1ccc(CNc2nc(NCc3ccc(OC)cc3)n(C(=O)c3ccncc3)n2)cc1 the results were Platelet DG rel 7, HSF1 activator -9, HDAC3 inh 7, HSF1 inh -8, aSyn UTR inh 7, AI-2 QS modul 12, HIF act -0.1, IEC-6 cytotox 2, KLF5 inh 3 and HSP90 inh -4.
Screening CCCOc1ccc(OC(=O)Cc2ccc(OC)c(S(=O)(=O)N3CCOCC3)c2)cc1 returned Platelet DG rel -5, HSF1 activator -15, HDAC3 inh -3, HSF1 inh 5, aSyn UTR inh 3, AI-2 QS modul 29 and HIF act -0.1.
For O=C(C1CCC1)N1CCc2cc(S(=O)(=O)NCC3COc4ccccc4O3)ccc21 (centres undefined) the results were HSF1 activator -15, HDAC3 inh 5, HSF1 inh -4, aSyn UTR inh -11, AI-2 QS modul 18, HIF act 0.6, IEC-6 cytotox -10, KLF5 inh -1 and HSP90 inh 0.
COc1ccc(OC)c(CNS(=O)(=O)c2cc(-c3cc(C)no3)ccc2OC)c1 was read as Platelet DG rel -3, HSF1 activator 2, HDAC3 inh 1, HSF1 inh 11, aSyn UTR inh 9, AI-2 QS modul 9, IEC-6 cytotox 5, KLF5 inh -21 and HSP90 inh 1.
For O=C(N1CCN(Cc2ccccc2)CC1)C(Cl)(Cl)Cl the results were Platelet DG rel -9, HSF1 activator -1, HDAC3 inh 3, HSF1 inh -1, aSyn UTR inh -10, AI-2 QS modul -4, HIF act -0.8, IEC-6 cytotox -1, KLF5 inh -3 and HSP90 inh -1.
Screening COc1ccc2cc(C(=O)NCC3CCCO3)[nH]c2c1 (centres undefined) returned Platelet DG rel -5, HSF1 activator 19, HDAC3 inh 6, HSF1 inh 0, aSyn UTR inh -91, AI-2 QS modul 9, HIF act 2.6, IEC-6 cytotox -4, KLF5 inh -66 and HSP90 inh 2.
Screening CCCCn1c(CNC(=O)C23CC4CC(CC(C4)C2)C3)nnc1SC(C)CC (centres undefined) returned Platelet DG rel 7, HSF1 activator 7, HDAC3 inh 3, HSF1 inh -2, aSyn UTR inh 3, AI-2 QS modul 4, HIF act 0.4, IEC-6 cytotox -6, KLF5 inh -24 and HSP90 inh 3.
`Cc1ccn(CC(=O)N2CCCC(N3CCN(Cc4ccc5c(c4)OCO5)CC3)C2)n1` (centres undefined) gave Platelet DG rel -8, HSF1 activator -4, HDAC3 inh 0, HSF1 inh -7, aSyn UTR inh -8, AI-2 QS modul 6, HIF act 0.2, IEC-6 cytotox -1, KLF5 inh -20 and HSP90 inh -1.
For CSc1ccccc1C(=O)NCCCOC(C)C the results were Platelet DG rel -6, HSF1 activator 18, HDAC3 inh 0, HSF1 inh -6, aSyn UTR inh -1, AI-2 QS modul 7, HIF act -0.1, IEC-6 cytotox -3, KLF5 inh -2 and HSP90 inh 0.
CC1(c2ccc(OC(F)F)cc2)NC(=O)N(/N=C/c2c(O)ccc3ccccc23)C1=O (centres undefined) was read as Platelet DG rel 2, HSF1 activator 35, HDAC3 inh 2, HSF1 inh 8, aSyn UTR inh -14, AI-2 QS modul 22, HIF act -0.5, IEC-6 cytotox 7, KLF5 inh -3 and HSP90 inh 2.
For O=C(NCC1CCCO1)c1ccc2c(c1)N(Cc1ccccc1)CCS2 (centres undefined) the results were Platelet DG rel 2, HSF1 activator 31, HDAC3 inh -39, HSF1 inh 17, aSyn UTR inh 11, AI-2 QS modul 10, HIF act 3.2, IEC-6 cytotox -4, KLF5 inh -34 and HSP90 inh -1.
Cc1ccc(OCC(=O)NNC(=O)C2CCN(c3ncccn3)CC2)cc1 was read as Platelet DG rel 6, HSF1 activator -5, HDAC3 inh -5, HSF1 inh -6, aSyn UTR inh 25, AI-2 QS modul 29, HIF act 0.1, IEC-6 cytotox 5, KLF5 inh -33 and HSP90 inh -1.

Some of these compounds in order of molar mass, rising.
CC(C)NC(=O)CC(=O)NN=C1CCCCC1 was read as Platelet DG rel 0, HSF1 activator 0, HDAC3 inh -7, HSF1 inh 3, aSyn UTR inh -14, AI-2 QS modul -23, HIF act -1.0, IEC-6 cytotox -5, KLF5 inh -21 and HSP90 inh -1.
For O=C(N1CCN(Cc2ccccc2)CC1)C(Cl)(Cl)Cl the results were Platelet DG rel -9, HSF1 activator -1, HDAC3 inh 3, HSF1 inh -1, aSyn UTR inh -10, AI-2 QS modul -4, HIF act -0.8, IEC-6 cytotox -1, KLF5 inh -3 and HSP90 inh -1.
Screening CCCCn1c(CNC(=O)C23CC4CC(CC(C4)C2)C3)nnc1SC(C)CC (centres undefined) returned Platelet DG rel 7, HSF1 activator 7, HDAC3 inh 3, HSF1 inh -2, aSyn UTR inh 3, AI-2 QS modul 4, HIF act 0.4, IEC-6 cytotox -6, KLF5 inh -24 and HSP90 inh 3.

Following part:
O=C(O)CCCC(=O)Nc1nncs1 was read as Platelet DG rel 6, HSF1 activator -8, HDAC3 inh 2, HSF1 inh -4, aSyn UTR inh -14, AI-2 QS modul 20, HIF act -0.7, IEC-6 cytotox -3, KLF5 inh 0 and HSP90 inh 3.
COc1ccccc1Nc1nc2c(s1)CCC2 was read as Platelet DG rel 2, HSF1 activator -10, HDAC3 inh 0, HSF1 inh 1, aSyn UTR inh -68, AI-2 QS modul -2, HIF act 0.8, IEC-6 cytotox 1, KLF5 inh -16 and HSP90 inh 0.
NC(=O)c1c(NC(=O)c2ccccc2)sc2c1CCN(Cc1ccccc1)C2 was read as Platelet DG rel 0, HSF1 activator -3, HSF1 inh -2, aSyn UTR inh 2, AI-2 QS modul 6, HIF act -0.3, IEC-6 cytotox 1, KLF5 inh -20 and HSP90 inh 7.
For COC(=O)C(=C/C(C)=C/c1cccnc1)C(=O)OC the results were Platelet DG rel 1, HSF1 activator -48, HDAC3 inh -3, HSF1 inh -35, aSyn UTR inh -8, AI-2 QS modul 20, HIF act -0.7, IEC-6 cytotox 2, KLF5 inh 1 and HSP90 inh 1.
Screening Cc1ccc(Cl)cc1NC(=O)c1ocnc1C returned Platelet DG rel -2, HSF1 activator -3, HDAC3 inh 2, HSF1 inh -5, aSyn UTR inh 0, AI-2 QS modul 19, HIF act 0.5, IEC-6 cytotox 2, KLF5 inh -30 and HSP90 inh -1.

Source: PubChem BioAssay (several laboratories)
